Screening results (PubChem)
RAD52 inh: blocks human RAD52 DNA annealing; recombinant RAD52 DNA annealing, FRET fluorescence; inhibition, % at 18.7 µM; 360,000 tested, 0.46% active; AID 651710;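 active = every replicate showing at least 50% inhibition; inconclusive = mean inhibition at least 50% but not in every replicate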
Target sequence (P43351 whole entry, looked up): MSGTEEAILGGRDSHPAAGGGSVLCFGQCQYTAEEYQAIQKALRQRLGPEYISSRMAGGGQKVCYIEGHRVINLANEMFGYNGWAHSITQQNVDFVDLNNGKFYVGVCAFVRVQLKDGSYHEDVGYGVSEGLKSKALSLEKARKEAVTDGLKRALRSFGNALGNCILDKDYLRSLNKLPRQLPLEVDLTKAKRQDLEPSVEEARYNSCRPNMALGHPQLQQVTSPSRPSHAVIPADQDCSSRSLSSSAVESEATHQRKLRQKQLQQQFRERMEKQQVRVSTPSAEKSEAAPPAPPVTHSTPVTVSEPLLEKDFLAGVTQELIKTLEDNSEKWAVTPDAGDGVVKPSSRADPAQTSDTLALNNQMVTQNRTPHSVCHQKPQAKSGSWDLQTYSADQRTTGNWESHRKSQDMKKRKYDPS
ERp5 inh: blocks human ERp5 reductase activity on insulin; 350,000 tested, 0.05% active; Q15084; inhibition, % at 9.99 µM; ERp5 insulin aggregation, absorbance 650 nm, 90 min; AID 651711;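 active = mean replicate inhibition above about 25%, with every replicate also reaching it, limit read from the data, passing the limit was not always enough; inconclusive = only one of those two criteria met; inactive = neither criterion met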
Target sequence (Q15084 whole entry, looked up): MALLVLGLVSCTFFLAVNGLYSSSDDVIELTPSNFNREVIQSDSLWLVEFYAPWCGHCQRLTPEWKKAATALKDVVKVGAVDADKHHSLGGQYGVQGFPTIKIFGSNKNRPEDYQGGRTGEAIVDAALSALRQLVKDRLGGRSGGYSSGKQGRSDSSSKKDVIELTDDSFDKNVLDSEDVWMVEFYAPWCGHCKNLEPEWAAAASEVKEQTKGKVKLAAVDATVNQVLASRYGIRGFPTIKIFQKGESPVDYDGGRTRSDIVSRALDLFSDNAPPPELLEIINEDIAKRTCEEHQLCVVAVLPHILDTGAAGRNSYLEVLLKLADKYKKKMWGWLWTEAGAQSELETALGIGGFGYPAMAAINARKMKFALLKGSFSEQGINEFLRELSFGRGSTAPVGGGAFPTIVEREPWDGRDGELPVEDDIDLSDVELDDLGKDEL
RAD54 branch: blocks human RAD54 Holliday junction branch migration. 360,000 tested, 0.14% active. FAM/BHQ fluorescence. inhibition, % at 10.4 µM. AID 602329. Q92698;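 active = mean normalized replicate activity at least 40 and at least half of replicates scoring 40 or more; inconclusive = only one of the two criteria met; inactive = mean below 40 and under half of replicates reaching 40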;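 note: 0% = median of neutral control wells and 100% = median of positive control wells; inhibitors cause a drop in the FAM fluorescence signal; in these data hits start at about 50%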
E-selectin induc: E-selectin induction on HUVECs; activation, % at 7.58 µM; 260,000 tested, 0.37% active; P16581; HUVEC E-selectin immunofluorescence imaging; normalized: neutral wells 0, TNF-alpha wells 100;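 active = mean E-selectin-positive cell signal at least 10% of the positive control, reached in at least 60% of replicates, without over 20% cell loss; inconclusive = no rule given, readout overlaps actives, possibly toxicity-flagged; inactive = the rest, including those meeting only one limit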;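 note: in these data hits start at about 27%; measured in HUVEC primary endothelial cells; signal is the percent of cells scored E-selectin positive by PE staining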
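System: HUVEC / Compound: single concentration / Signal: immunofluorescence imaging / Read-out: percent E-selectin-positive cells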
ERAP1 inh: ERAP1 (human) enzyme inhibition. recombinant ERAP1, Leu-AMC fluorescence, 60 min. inhibition, % at 10.7 µM. Q9NZ08. AID 652197. 340,000 tested, 0.15% active;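 active = mean replicate inhibition of at least 30%, or all replicates individually reaching that 30% level; inactive = mean below 30% and not every replicate reaching it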;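 note: 0% = neutral control wells and 100% = L-leucinethiol positive control wells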
S100A4 MyoIIA: S100A4-myosin IIA interaction inhibition; S100A4/TAMRA-MyoIIA peptide fluorescence polarization; P26447; 360,000 tested, 0.14% active; inhibition, % at 10.7 µM;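 active = mean inhibition of at least 70% across replicates, with every replicate also reaching that level; inconclusive = mean inhibition reaches 70% but some replicates fall short; inactive = mean inhibition below 70%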
Target sequence (P26447 whole entry, looked up): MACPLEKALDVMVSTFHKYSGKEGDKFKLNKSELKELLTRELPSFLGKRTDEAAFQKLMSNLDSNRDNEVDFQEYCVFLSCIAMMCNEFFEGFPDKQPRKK
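Compound dosing: one dose per compound; test system: human S100A4 monomer with TAMRA-labelled myosin IIA peptide; probe or stimulus: TAMRA-labelled myosin IIA heavy-chain peptide probe, 5 nM; medium: HEPES buffer with Ca2+, pH 7.2; schedule: 5 min incubation before reading; benchmarks: neutral control DMSO, positive control TFP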
XiGFP reactiv: reactivates the inactive X chromosome in mouse fibroblasts | 360,000 tested, 0.055% active | activation, % at 7.58 µM | AID 743238 | XiGFP mouse fibroblasts, % GFP-positive cells imaging, 3 d; cells co-treated with 5-aza-dC sensitizer; scaled so ellipticine positive control = 100%;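 active = mean normalized replicate activation at least 10% and every replicate at or above 10%; inconclusive = only one of the two criteria met; inactive = mean below 10% and not all replicates reach 10%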;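 note: 0% = median of on-plate neutral control wells and 100% = ellipticine 6 µM median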
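Schedule: 3 d treatment, 15 min room-temperature fixation; system: 68-5-11 XiGFP fibroblast line; buffer or medium: DMEM plus 5-aza-dC sensitizer; control set: ellipticine 6 µM positive control; compound: one concentration, pinned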
esBAF inh: SWI/SNF esBAF complex inhibition; mouse ES cells, Bmi1-luciferase knock-in reporter, 24 h; 100% = twice the neutral-well signal; reporter increase, % at 12.5 µM; 350,000 tested, 2% active; in the data active = activation above about 40%; inconclusive = no clear call, values can overlap the other calls;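 note: 0% = median of the plate's neutral control wells and 100% = double that signal; a rise in the Bmi1 reporter signal indicates esBAF inhibition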
Active calls of the source: *; ? = inconclusive; nt = not tested or not shown.

cpd	canonical_smiles	ERp5 inh	RAD54 branch	XiGFP reactiv	ERAP1 inh
1	CCn1cc(CNC(=O)c2ccc3nc(Cc4ccccc4F)oc3c2)cn1	3	-3	0.0	-4
2	CNC[C@@H]1Oc2ccc(NC(=O)Cc3ccccc3)cc2C(=O)N([C@@H](C)CO)C[C@H]1C	-1	1	0.6	7
3	COc1ccccc1NC(=S)NCCc1ccc(OC)c(OC)c1	4	5	-0.1	4
4	O=C(N/N=C/c1ccc([N+](=O)[O-])o1)c1cn(-c2ccccc2)nc1-c1ccc(Cl)cc1	1	-3	0.1	1
5	O=C(NC1CCCCC1)C1CCN(C(=O)c2ccccc2Cl)CC1	-2	6	0.1	5
6	Nc1scc2c(C(=O)O)nn(-c3ccccc3)c(=O)c12	15	0	0.1	4
7	O=C(NC1CCCC1)[C@H]1[C@H](CO)[C@H]2Cn3c(ccc(-c4ccccc4)c3=O)[C@H]2N1CCc1ccccc1	-4	-4	0.4	0
8	C[C@H](CO)N1C[C@H](C)[C@H](CN(C)C)Oc2c(NS(=O)(=O)c3ccccc3)cccc2C1=O	0	2	0.1	0

cpd	E-selectin induc	S100A4 MyoIIA	esBAF inh	RAD52 inh
1	nt	-6	36	-11
2	0.0	12	-1	0
3	-0.2	13	2	-5
4	nt	-1	-12	-14
5	nt	13	1	4
6	0.0	1	-4	-34
7	-0.1	13	5	0
8	-14	7	-2	-1

Exported with values under each structure: eight of the compounds above
Under each structure – ERp5 inh	RAD54 branch	XiGFP reactiv	ERAP1 inh	E-selectin induc	S100A4 MyoIIA	esBAF inh	RAD52 inh
1	CCn1cc(CNC(=O)c2ccc3nc(Cc4ccccc4F)oc3c2)cn1
 : 3	-3	0.0	-4	nt	-6	36	-11
2	CNC[C@@H]1Oc2ccc(NC(=O)Cc3ccccc3)cc2C(=O)N([C@@H](C)CO)C[C@H]1C
 : -1	1	0.6	7	0.0	12	-1	0
3	COc1ccccc1NC(=S)NCCc1ccc(OC)c(OC)c1
 : 4	5	-0.1	4	-0.2	13	2	-5
4	O=C(N/N=C/c1ccc([N+](=O)[O-])o1)c1cn(-c2ccccc2)nc1-c1ccc(Cl)cc1
 : 1	-3	0.1	1	nt	-1	-12	-14
5	O=C(NC1CCCCC1)C1CCN(C(=O)c2ccccc2Cl)CC1
 : -2	6	0.1	5	nt	13	1	4
6	Nc1scc2c(C(=O)O)nn(-c3ccccc3)c(=O)c12
 : 15	0	0.1	4	0.0	1	-4	-34
7	O=C(NC1CCCC1)[C@H]1[C@H](CO)[C@H]2Cn3c(ccc(-c4ccccc4)c3=O)[C@H]2N1CCc1ccccc1
 : -4	-4	0.4	0	-0.1	13	5	0
8	C[C@H](CO)N1C[C@H](C)[C@H](CN(C)C)Oc2c(NS(=O)(=O)c3ccccc3)cccc2C1=O
 : 0	2	0.1	0	-14	7	-2	-1

More entries follow:
cpd	canonical_smiles	ERp5 inh	RAD54 branch	XiGFP reactiv	ERAP1 inh
9	CN(C)c1ccc(/C=N/NC(=O)c2ccc3c(c2)OCO3)cc1	-6	-4	0.0	0
10	Cn1cc(SCC(=O)NCC2CCCO2)c2ccccc21 (configuration not stated)	-7	-3	-0.1	6
11	O=C(N/N=C/c1cc2c3c(c1O)CCCN3CCC2)c1ccccc1O	0	nt	0.3	4
12	COc1ccc(NC(=O)Nc2cccc3c2O[C@@H](CN(C)Cc2ccc(C(=O)Nc4ccccc4N)cc2)[C@H](C)CN([C@H](C)CO)C3=O)cc1	15	-1	0.7	2
13	O=C(COC(=O)c1c(F)cccc1F)NCCNC(=O)COC(=O)c1c(F)cccc1F	2	0	0.3	-2
14	Fc1ccc(CN2CCN(c3ncnc4scc(-c5ccccc5)c34)CC2)cc1	-2	-4	0.0	1
15	CCCNC(=S)N(Cc1cc2cc(C)ccc2n2nnnc12)CC(C)(C)CN(C)C	0	-1	0.3	-4
16	N#CCCN(Cc1ccccc1)C(C(=O)NC1CCCCC1)C1CC1 (configuration not stated)	0	3	0.2	-2

cpd	E-selectin induc	S100A4 MyoIIA	esBAF inh	RAD52 inh
9	nt	8	34	-3
10	0.1	-3	7	1
11	nt	-8	nt	-9
12	5.4	8	-11	-8
13	-4.1	-5	-4	-5
14	-0.1	-5	0	-15
15	nt	-4	-1	-12
16	-0.1	-9	-8	-2

(list continues)
cpd	canonical_smiles	ERp5 inh	RAD54 branch	XiGFP reactiv	ERAP1 inh
17	CCCC(=O)Nc1ccc2c(c1)C(=O)N(C)[C@@H]1CC[C@H](CC(=O)Nc3cn(C)nc3C)O[C@@H]1CO2	0	-4	0.1	1
18	CCN(CC)C(=O)[C@H]1C[C@H](CC(=O)NC(C)(C)C)C(=O)N2CCc3c([nH]c4cc(-c5ccco5)ccc34)[C@]12C	1	-7	-0.1	nt
19	O=C(O)c1ccc(Cl)c(NCc2cccnc2)c1	3	-10	0.0	-4
20	COc1cc2[nH]cc(C(=O)NCc3ccccc3)c(=O)c2cc1OC	-7	1	0.0	-2
21	CO[C@@H]1CN(C)C(=O)c2cc(NC(=O)C3CC3)ccc2OC[C@H](C)N(C(=O)c2ccccc2)C[C@H]1C	1	-4	-0.4	1
22	O=C(C[C@@H]1C=C[C@H](NC(=O)C2CCOCC2)[C@@H](CO)O1)NCc1ccccc1Cl	-1	nt	1.0	-1
23	COc1ccc(S(=O)(=O)N(C)C[C@H]2Oc3ccc(NC(=O)Nc4c(C)noc4C)cc3CC(=O)N([C@H](C)CO)C[C@H]2C)cc1	-2	3	-0.9	0
24	c1ccc(Cc2noc(CN3CCN(CCOc4ccccc4)CC3)n2)cc1	-10	nt	0.0	8

cpd	E-selectin induc	S100A4 MyoIIA	esBAF inh	RAD52 inh
17	-0.1	3	1	-6
18	0.6	-3	2	-10
19	nt	-1	-9	-7
20	nt	0	4	-5
21	-0.2	1	-1	0
22	-1.8	8	nt	10
23	-4.9	2	1	0
24	nt	-2	nt	-8

Additional results follow:
cpd	canonical_smiles	ERp5 inh	RAD54 branch	XiGFP reactiv	ERAP1 inh
25	COc1ccc(/C(N)=N/OC(=O)c2ccc([N+](=O)[O-])c(C)c2)cc1OC	-5	-3	0.6	0
26	C/C=C/c1cnc2c(c1)C(=O)N([C@H](C)CO)C[C@@H](C)[C@H](CN(C)Cc1ccccc1F)O2	-1	2	0.1	2
27	COc1cccc(NC(=O)N2CC(=O)N3[C@H](CO)[C@H](c4ccc(C5=CCCC5)cc4)[C@@H]3C2)c1	2	nt	0.0	0
28	CN1C(=O)c2cccc3c(S(=O)(=O)Nc4ccccc4F)ccc1c23	4	-16	0.4	-5
29	NC(=O)/C(=C\c1ccco1)NC(=O)c1ccc(Br)o1	4	-14	1.5	-1
30	COCc1cc(C)nc(OCC(=O)N/N=C/c2ccc(-c3cc([N+](=O)[O-])ccc3Cl)o2)c1C#N	-3	nt	0.0	1
31	CC=Cc1ccc2n(c1=O)C[C@H]1[C@H](CO)[C@@H](C(=O)NCc3ccccc3)N(C)[C@@H]21 (mixture of isomers)	1	5	0.0	0
32	Cc1cccc(S(=O)(=O)N2CCCCN3[C@H](C2)[C@H](c2ccc(C#CC4CC4)cc2)[C@@H]3CO)c1	-5	-12	0.1	-2

cpd	E-selectin induc	S100A4 MyoIIA	esBAF inh	RAD52 inh
25	0.0	0	13	-11
26	-0.1	8	-9	15
27	-0.1	59	nt	10
28	nt	-7	-11	-15
29	nt	1	-2	-53
30	nt	3	nt	-14
31	-0.4	-29	3	-16
32	0.1	-6	nt	-21

More entries
cpd	canonical_smiles	ERp5 inh	RAD54 branch	XiGFP reactiv	ERAP1 inh
33	O=C(N1CCCCC1)N1CCC(c2nc3ccccc3[nH]2)CC1	-3	0	0.2	2
34	C/C=C/c1ccc2c(c1)O[C@@H](CN(C)C(=O)Nc1ccc(F)cc1)[C@H](C)CN([C@@H](C)CO)S2(=O)=O	2	-3	0.5	-1
35	CC(=O)c1cc(C#N)c(N2CCOCC2)nc1C	4	-8	0.0	-1
36	CN(CC(CC(=O)O)c1ccccc1)S(=O)(=O)c1ccc(Br)cc1 (configuration not stated)	-3	10	0.0	-4
37	O=C(NCC(c1cccs1)N1CCOCC1)c1cnc(Cl)c(Cl)c1 (configuration not stated)	-1	-14	0.1	0
38	Brc1ccc2nc(C3CCCCC3)c(CC3CCCCC3)n2c1	0	-2	-0.1	0
39	O=C(COc1ccc([N+](=O)[O-])cc1)Nc1cc(S(=O)(=O)N2CCCCC2)ccc1N1CCCCC1	3	7	0.1	-2
40	O=C(Nc1ccccc1)[C@@H]1[C@@H]2C(=O)N(c3ccc(F)cc3)C(=O)[C@@H]2[C@H]2C=CC=NN21	7	-1	0.0	1

cpd	E-selectin induc	S100A4 MyoIIA	esBAF inh	RAD52 inh
33	?	0	4	-18
34	0.5	-4	0	1
35	nt	0	-5	-9
36	-0.1	0	-9	-19
37	-0.3	-3	-9	-4
38	0.4	-2	0	-15
39	0.4	-1	4	-8
40	13	9	nt	-22

Additional records follow.
cpd	canonical_smiles	ERp5 inh	RAD54 branch	XiGFP reactiv	ERAP1 inh
41	O=C(C[C@H]1CC[C@@H]2[C@H](COC[C@H](O)CN2CC2CCCC2)O1)NCC1CC1	1	nt	0.1	-3
42	COc1ccc(-c2cc(C(=O)NCC3CCCO3)c3cc(C)ccc3n2)cc1 (configuration not stated)	-1	-3	0.0	-5
43	CC(=O)c1cccc(NC(=O)C(C)OC(=O)CCn2c(C)csc2=O)c1 (configuration not stated)	6	-1	-0.1	-2
44	O=S(=O)(N[C@@H]1CC[C@H](CCn2cc(C3(O)CCCC3)nn2)O[C@@H]1CO)c1ccc(Cl)cc1	0	0	-0.1	1
45	COc1ccc(-c2sc3cc(OC)c(OC)cc3c2C#CCCO)cc1	2	-9	0.0	-1
46	C[C@@H]1CN([C@H](C)CO)C(=O)Cc2cc(NS(=O)(=O)c3ccc(Cl)cc3)ccc2O[C@@H]1CN(C)C(=O)Nc1ccc(F)cc1	-3	-7	-0.5	-2

cpd	E-selectin induc	S100A4 MyoIIA	esBAF inh	RAD52 inh
41	0.1	5	nt	-15
42	0.2	-10	25	-20
43	-0.6	-4	3	-13
44	0.6	0	14	-14
45	0.4	2	-13	-2
46	7.6	3	-2	2
